# Assay outcomes: PubChem, several laboratories
# AI-2 QS modul: Vibrio harveyi AI-2 quorum sensing modulation; Vibrio harveyi JMH597 AI-2 luminescence/OD600 ratio, 9 h; active compounds read low; strain lacks LuxN and CqsS sensors; 0 = neutral-control median; activity change, % at 7.5 µM; actives 0.4% (n = 300,000); AID 2094; in the data active = activity change below about -75%, passing the limit was not always enough;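 also: luminescence divided by OD600 gain over 9 h not by final OD600 alone; inactives centre near 13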
# HIF activator: HIF pathway transcriptional activation | AID 1910 | U2OS HRE-luciferase reporter, luminescence; normalized: DMSO 0%, desferrioxamine 100% | actives 0.32% (n = 300,000) | activation, % at 7.5 µM (by protocol);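 active = mean activation of at least 10% of the iron chelator positive control signal, with at least half of replicates also reaching 10%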
# GSK3B inh: human GSK3beta kinase inhibition | P49841 | activity score (negative = inhibition), % at 10 µM | actives 0.038% (n = 300,000) | GST-GSK3beta kinase, ADP-Glo luminescence, 60 min; active compounds read low;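 active = more than half of replicate wells score below -50%, meaning over 50% inhibition versus plate controls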;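 also: 0% = median DMSO wells and -100% = median GW8510 positive control wells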
# Target sequence (P49841 whole entry, looked up): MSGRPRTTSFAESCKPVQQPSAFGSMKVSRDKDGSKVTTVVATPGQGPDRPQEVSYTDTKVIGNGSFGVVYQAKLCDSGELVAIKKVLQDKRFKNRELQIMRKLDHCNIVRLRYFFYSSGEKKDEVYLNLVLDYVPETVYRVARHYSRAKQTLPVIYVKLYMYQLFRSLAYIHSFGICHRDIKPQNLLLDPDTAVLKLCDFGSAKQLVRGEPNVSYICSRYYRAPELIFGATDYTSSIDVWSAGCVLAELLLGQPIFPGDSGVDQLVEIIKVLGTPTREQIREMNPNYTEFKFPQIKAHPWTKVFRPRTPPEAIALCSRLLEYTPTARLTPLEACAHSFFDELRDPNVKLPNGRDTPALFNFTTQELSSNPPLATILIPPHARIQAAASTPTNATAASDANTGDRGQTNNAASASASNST
#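 Assay system: GST-tagged human GSK3beta kinase, cell-free; Input: 1.6 ng GSK3beta; Medium: Tris/MgCl2 kinase buffer; Timing: 60 min enzyme reaction, room temperature; Signal: ADP-Glo luminescence quantifying ADP generated by kinase; Evaluation: score relative to plate controls; Benchmarks: DMSO neutral wells and GW8510 at 20 µM as positive.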
# HSF1 activator: increases HSF-1 driven luciferase reporter signal. NIH3T3-HGL HSF-1 luciferase reporter, MG132, 8 h; 100% = twice DMSO control signal. activation, % at 9 µM. actives 1.7% (n = 300,000);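 active = mean replicate activation of at least 50% with a set share of replicates each reaching 50%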;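 also: 0% = median of the neutral control wells and 100% = twice that signal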
# HSP90 refold inh: HSP90 refolding inhibition in rabbit reticulocyte lysate. inhibition, % at 5.6 µM. actives 0.91% (n = 290,000). luciferase refolding luminescence, 3 h;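 active = inhibition above the screen-wide mean plus 3 SD, computed separately per campaign, cut at about 16% in these data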;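 also: 0% = DMSO wells and 100% = 60 µM geldanamycin wells; inhibitors lower the luminescence because luciferase stays unfolded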
# HSF1 inhib: HSF1 inhibition; NIH3T3-HGL HSE-luciferase, MG132-induced, luminescence 8 h; active compounds read low; activity change, negative = inhibition, % at 7.5 µM (by protocol); actives 0.77% (n = 300,000);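 active = more than half of replicate wells show activity change below -50%, luminescence cut by over half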;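 also: luciferase reports HSF-1 transcriptional activity via heat shock element; 0% = median of DMSO wells and -100% = zero luminescence signal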
# KLF5 inhibitor: suppresses KLF5 promoter-driven expression; DLD-1 KLF5 promoter-luciferase reporter, luminescence; AID 1700; inhibition, % at 5 µM; actives 0.23% (n = 290,000);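 active = inhibition above a per-plate limit of that plate's mean compound inhibition plus 3 SD, cut at about 60% in these data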;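 also: 0% = DMSO wells and 100% = LY294002 at 200 µM; higher means less KLF5 promoter-driven luciferase light; inactives centre near -14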
# aSyn 5UTR inh: MLPCN primary screen, SNCA 5' untranslated region. alpha-synuclein 5'UTR reporter, inhibitor activity. inhibition, % (tested at 7.5 µM). actives 0.82% (n = 300,000). AID 1813; in the data active = inhibition above about 60%;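 also: H4 neuroglioblastoma cells stably carrying SNCA 5'UTR luciferase fusion; 0% = DMSO wells and 100% = positive control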
# IEC-6 cytotox: counter-screen for KLF5 inhibitors: cytotoxicity in IEC-6 cells; IEC-6 cytotoxicity, luminescence viability; inhibition, % at 5 µM; actives 0.78% (n = 290,000); in the data active = inhibition above about 22%;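 also: 0% = plate median of test compound wells and 100% = cytotoxic reference compound wells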
# GSK3A inh: inhibitors of human GSK-3 alpha kinase | ADP-Glo luminescence, 60 min | inhibition, % at 10 µM | actives 0.1% (n = 320,000) | AID 2650;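 in the data active = inhibition above about 50%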;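 also: GST-tagged GSK-3 alpha with peptide substrate and 25 µM ATP; 0% = DMSO neutral wells and 100% = GW8510 positive control wells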
# Target sequence (P49840 whole entry, looked up): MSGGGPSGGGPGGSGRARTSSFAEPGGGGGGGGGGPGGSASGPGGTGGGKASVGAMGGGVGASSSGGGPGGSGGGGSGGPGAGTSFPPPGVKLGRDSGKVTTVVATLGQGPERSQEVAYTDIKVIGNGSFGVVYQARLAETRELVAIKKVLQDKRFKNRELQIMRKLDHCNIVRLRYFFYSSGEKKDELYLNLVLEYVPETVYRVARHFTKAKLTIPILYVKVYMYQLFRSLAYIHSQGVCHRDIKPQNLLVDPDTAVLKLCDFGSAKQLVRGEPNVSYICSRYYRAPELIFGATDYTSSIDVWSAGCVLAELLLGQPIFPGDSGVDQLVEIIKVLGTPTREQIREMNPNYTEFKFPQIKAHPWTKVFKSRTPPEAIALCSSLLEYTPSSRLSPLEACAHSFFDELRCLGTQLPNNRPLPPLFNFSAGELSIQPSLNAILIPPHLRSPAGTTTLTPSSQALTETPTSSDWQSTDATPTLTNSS
# * marks the source's active call; other numbers are inactive results; / = not tested or not shown.
SMILES,AI-2 QS modul,HIF activator,GSK3B inh,HSF1 activator,HSP90 refold inh,HSF1 inhib,KLF5 inhibitor,aSyn 5UTR inh,IEC-6 cytotox,GSK3A inh
CCOC(=O)N1CCC(Nc2c(OCC)c(=O)c2=O)CC1,-3,0.1,0,4,0,1,-37,28,0,1
Cc1cc(C)cc(OCC(=O)N2N=C(c3cccnc3)CC2(O)C(F)(F)F)c1 (stereo unspecified),21,-0.4,-3,3,4,1,-4,9,6,-3
COc1cccc(-c2ocnc2C(=O)Nc2ccc3c(c2)CCC3)c1,12,0.0,-5,29,-3,5,-22,-40,6,-4
COc1ccccc1C(=O)NC(=O)COc1ccc(Cl)cc1Cl,29,-0.5,2,-8,/,3,/,17,/,1
CC1=C(C(=O)Nc2ccccc2)C(c2cccs2)n2nnnc2N1 (stereo unspecified),0,-0.3,-5,5,-5,-6,-33,3,5,1
CCc1ccccc1NS(=O)(=O)c1ccc2c(c1)NC(=O)CC(=O)N2,16,0.3,2,2,4,-8,-12,-8,-5,6
N/C(=N\OC(=O)c1cccc(C(F)(F)F)c1)c1cnccn1,21,2.4,0,14,-1,9,-86,-81,0,0
O=C(C1CCCO1)N1CCN(c2ncccn2)CC1 (stereo unspecified),14,-0.5,3,20,-2,-2,-25,31,5,0
C/C(N)=C(/C#N)C(=O)COC(=O)c1oc2ccccc2c1COC(C)C,21,/,-1,/,-4,/,-1,/,0,-2
O=C(CNC(=O)C(c1ccccc1)c1ccccc1)N/N=C\c1ccc2c(c1)OCO2,27,-0.4,4,15,5,-1,-20,-5,-1,-2
O=C(Nc1ccc2oc(-c3ccccc3F)nc2c1)c1ccccc1F,-6,1.8,-2,42,-2,29,-144,-188,-4,-4
CCC(Sc1ncccc1C(=O)OC(C)C)C(=O)NCc1ccco1 (stereo unspecified),7,0.1,-2,11,5,10,12,-8,5,-2
CC1=NNC(=O)C1CCC(=O)N/N=C/c1ccco1 (stereo unspecified),20,0.7,-3,12,-2,-6,6,3,1,-2
O=C(CSc1nnc(-c2ccccc2)n1C1CCCCC1)Nc1ccc(S(=O)(=O)Nc2ccccn2)cc1,18,-0.5,0,19,-1,12,-31,26,1,/
CCn1c(SCc2cc(=O)[nH]c3ccccc23)nc2c1c(=O)n(C)c(=O)n2C,/,/,/,/,-5,/,-3,/,1,-2
O=C(CCCCCNC(=O)c1ccccc1Cl)N/N=C/c1ccco1,19,-0.1,3,3,-4,0,-31,1,-4,/
O=S(=O)(c1ccc(S(=O)(=O)N(Cc2ccccc2)Cc2ccco2)cc1)N1CCCC1,30,0.1,-1,-2,-2,-2,-31,28,-1,-2
COc1ccc(C(=O)Nc2cccc(NC(=O)c3cccs3)c2)cc1,-6,4.2,-8,22,2,6,-34,-12,9,0
O=C(CCN1CCOCC1)NNC(=O)Nc1cccc(C(F)(F)F)c1,17,-0.3,-3,-16,-4,-1,-33,9,-5,2
CCC(C)NC(=O)c1ccc([N+](=O)[O-])c(Cl)c1 (stereo unspecified),23,-0.3,-1,1,6,-4,-35,-14,2,/

# Part of the list above, with tabs:
smiles	AI-2 QS modul	HIF activator	GSK3B inh	HSF1 activator	HSP90 refold inh	HSF1 inhib	KLF5 inhibitor	aSyn 5UTR inh	IEC-6 cytotox	GSK3A inh
O=C(CSc1nnc(-c2ccccc2)n1C1CCCCC1)Nc1ccc(S(=O)(=O)Nc2ccccn2)cc1	18	-0.5	0	19	-1	12	-31	26	1	/
CCC(Sc1ncccc1C(=O)OC(C)C)C(=O)NCc1ccco1 (stereo unspecified)	7	0.1	-2	11	5	10	12	-8	5	-2
CCC(C)NC(=O)c1ccc([N+](=O)[O-])c(Cl)c1 (stereo unspecified)	23	-0.3	-1	1	6	-4	-35	-14	2	/

# Later entries
SMILES,AI-2 QS modul,HIF activator,GSK3B inh,HSF1 activator,HSP90 refold inh,HSF1 inhib,KLF5 inhibitor,aSyn 5UTR inh,IEC-6 cytotox,GSK3A inh
COc1ccccc1S(=O)(=O)Cc1ccc(C(=O)N2CCOCC2)o1,25,/,2,8,-2,-3,-8,-2,-2,-2
COc1cccc(NC(=O)N(Cc2cc3cc(C)cc(C)c3[nH]c2=O)CC2COCCO2)c1 (stereo unspecified),-8,-1.4,1,6,-2,-6,-28,20,-6,16
O=C(COc1ccccc1F)N1CCCc2ccccc21,18,-11,0,13,3,5,-21,-17,-2,0
COc1ccc(-c2cc(C(=O)NCCCn3ccnc3)no2)cc1OC,9,-0.5,-1,13,5,-4,-16,11,6,/
COc1ccc(C(=O)/C=C/c2ccc(F)cc2)c(OC(=O)c2ccc([N+](=O)[O-])cc2)c1,18,3.0,1,34,0,22,-13,-122,9,3
CCn1cc(Br)c(C(=O)NCc2ccco2)n1,37,0.1,1,-20,3,-9,-10,-5,5,-1
CCOC(=O)C1=C(C)NC(C)=C(C(=O)OCC)C1c1cc2ccc(C)cc2[nH]c1=O,14,2.6,2,16,2,-3,-9,32,8,0
COC(=O)C1=CN(Cc2ccccc2)C=C(C(=O)OC)C1c1ccc(O)c(OC)c1,19,-9.2,-1,25,-1,10,-1,30,1,-1
CCOC(=O)C1=C(C)OC(N)=C(C#N)C1c1cc(C)sc1C (stereo unspecified),0,-0.6,6,39,-1,13,-8,1,-8,/
COc1ccc(CCNC(=O)C(=O)NCC2CCCN2S(=O)(=O)c2cc(C)ccc2C)cc1 (stereo unspecified),28,-0.1,0,-3,/,-6,/,21,/,-2
O=C1C2C3C=CC(C3)C2C(=O)N1c1n[nH]c(-c2ccccc2)n1 (stereo unspecified),-3,-0.4,3,1,3,-3,-65,0,-4,-3
COc1ccc(/C(C)=N/NC(=S)NCCc2ccccc2)c(O)c1,50,0.3,1,53*,2,21,-2,-3,40*,-44
COc1ccc(/C(C)=N\Nc2nc(-c3ccc(Cl)cc3)cc(C(F)(F)F)n2)cc1OC,41,1.0,1,1,-2,3,-20,23,-4,-5
COCCNC(=S)N1CCc2cc(OC)c(OC)cc2C1COc1ccc(C(C)C)cc1 (stereo unspecified),-19,-0.2,1,26,-5,7,2,0,2,-2
CCOC(=O)C(C)On1c(SC(C)C(=O)OCC)nc2ccccc2c1=O (stereo unspecified),11,0.1,0,6,1,2,-2,24,-2,-3
Cc1ccc(-c2noc(-c3ccno3)n2)cc1,16,1.9,1,18,-2,8,-24,-126,-7,1
O=C(OCc1nnc(-c2ccccc2)o1)c1cc(=O)c2ccccc2o1,-2,1.6,-1,11,1,2,-31,-41,0,/
Cc1nnnn1/C(=C\c1ccccc1)C(=O)OCC(=O)NC1CCCCC1,15,-0.6,1,78*,/,70,/,-27,/,/
COc1ccc(S(=O)(=O)N2CCCCCC2)cc1NC(=O)Cc1ccccc1,29,-0.7,2,10,0,-1,-10,22,1,0
CN(c1ccccc1C(=O)N1CCCC1)S(C)(=O)=O,37,-0.5,1,-1,-1,4,-2,1,5,-2
COc1ccc(C2=NOC(C(=O)Nc3cc(C)on3)C2)cc1OC (stereo unspecified),1,0.3,-4,-6,0,3,-26,25,0,-2
O=C(NC1CCCCCCC1)c1cc(F)c(F)cc1Cl,18,1.9,-1,42,-3,23,-37,-81,6,3
Cc1cccc(N(C(=O)CNC(=O)c2ccco2)C(C(=O)NC2CCCC2)c2cccnc2)c1 (stereo unspecified),-6,-0.2,1,-3,1,-6,-12,-19,-3,2
Cc1cccc(CCNC(=O)Cn2ncc3c([nH]c4ccccc43)c2=O)c1,26,-0.1,4,0,3,2,-8,21,0,0
Cn1c(=O)c2c(nc(NCCNC(=O)c3ccco3)n2Cc2ccccc2Cl)n(C)c1=O,20,-0.3,1,16,5,-1,-28,-1,4,/
Cc1ccc(CSc2nnc(C)c(=O)n2N)cc1,1,0.7,1,4,0,-5,-27,-16,0,-2
CC(=O)Nc1ccc(NC(=O)CSc2nnc(NC(=O)Cc3ccc(F)cc3)s2)cc1,10,-0.2,0,4,0,-1,-21,-3,0,-1
CCc1cccc(CC)c1NC(=O)CSc1nnc(CCC(=O)O)c(=O)[nH]1,32,-0.1,1,-4,-3,1,-56,1,-8,0
COc1cc(/C=N/NC(=O)C(=O)NCc2cccnc2)cc(OC)c1OC,8,0.7,-1,4,-4,-7,-29,14,-5,-1
COc1ccc(-c2csc(NC3OC(=O)c4ccccc43)n2)cc1 (stereo unspecified),2,0.3,3,20,1,20,-22,-114,19,3
CN(C)C(=O)c1nc2ccc(Cl)cn2c1CN1CCN(c2ncccn2)CC1,17,0.2,1,-19,0,3,-11,-4,4,-1
CN(C)c1ccc(/C=N/NC(=O)CNC(=O)c2ccc3c(c2)OCCO3)cc1,23,0.0,3,4,2,3,-18,11,-3,/
Cc1ccc(CC(=O)Nc2ccc(OC(F)F)c(Cl)c2)cc1C,-38,0.0,-5,-8,3,6,-33,6,1,-4
COc1cccc(C2=NOC(C(=O)NCC3CCCO3)C2)c1 (stereo unspecified),9,0.3,2,5,-1,3,-33,-11,1,2
O=C(NCc1ccccc1)c1ccc(N2CCC3(CC2)CC(c2ccccc2)=NO3)c([N+](=O)[O-])c1,14,-0.2,-2,2,6,0,-15,-1,-1,/
O=S1(=O)N=C(SCCO)c2ccccc21,16,0.1,-5,-5,-3,-1,-1,21,-1,-2
CCCCOc1ccc(/C=C/C(=O)Nc2ccc(C(N)=O)cc2)cc1,16,0.1,-2,-6,-4,-4,-9,-12,-11,0
CCOc1nc(NCCC2=CCCCC2)nc(N2CCOCC2)n1,17,-0.4,2,40,2,-1,-13,11,4,2
CCC1CCCCN1C(=O)CSc1nnc(CNC(=O)c2cc(OC)c(OC)c(OC)c2)o1 (stereo unspecified),7,0.2,-2,10,8,-4,-14,-16,7,-3
COc1ccc(NC(=O)CSCc2cc(=O)n3nc(C4CC4)sc3n2)cc1,17,-0.1,0,3,-3,11,-16,-21,-3,-1
CCN(CC)CCN1C(=O)C(=O)/C(=C(/O)c2c(C)[nH]c(C(=O)OC)c2C)C1c1ccc(C)o1 (stereo unspecified),1,-0.8,2,6,2,-4,-9,9,-2,0
Cc1ccc(-c2c(NC(=O)C(C)C)n(C)c3ccccc3c2=O)cc1,24,-0.1,3,-1,-4,3,-30,-16,1,0
CC/C(=N\NC(=O)Nc1nonc1N)c1ccc(OC)c(OC)c1,10,-0.3,-5,-5,-1,-8,-19,18,-6,30
CCOC(=O)c1ccc(NC(=S)NCc2ccc(F)cc2)cc1,17,-0.1,3,-14,/,-19,/,-16,/,-3
CC(Oc1ccc(Br)cc1Cl)C(=O)Nc1ccncc1 (stereo unspecified),18,2.0,-10,-11,-6,-10,12,-84,-2,16
Cc1nn(-c2ccc(N3CCCCC3)nn2)c(C)c1CCC(=O)Nc1cc(F)ccc1F,8,2.8,-3,29,-1,5,-91,-65,4,1
Clc1ccc(-c2nnc3n2CCCC3)cc1,19,-0.3,-2,-2,1,0,-11,7,-3,0
Cc1ccc(-n2c(C)cc(/C=N/NC(=O)CC3(C)OCCO3)c2C)cc1,16,0.0,-1,-4,-2,-7,-33,3,-1,-1
O=C(O)/C=C/C(=O)NCCC(c1ccccc1)c1ccccc1,10,-0.4,-2,-1,-2,-3,1,2,2,-2
CN(C(=O)COC(=O)CCC1CCCCC1)c1c(N)n(Cc2ccccc2)c(=O)[nH]c1=O,/,0.6,/,-5,/,-7,/,-5,/,0
